Compound activity from PubChem BioAssay.
NTR1 ag – NTR1-driven beta-arrestin-GFP spot formation – imaging, U2OS cells, high content, primary screen (AID 493036); agonist mode; activation, % at 20 µM; 330,000 tested, 0.17% active;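 active = activation at or above 40% of the spot to cytoplasm intensity ratio, with at least 20 cells analyzed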;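 also: 0% = DMSO without peptide and 100% = 100 nM NTR1 peptide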
Target sequence (P30989 whole entry, looked up): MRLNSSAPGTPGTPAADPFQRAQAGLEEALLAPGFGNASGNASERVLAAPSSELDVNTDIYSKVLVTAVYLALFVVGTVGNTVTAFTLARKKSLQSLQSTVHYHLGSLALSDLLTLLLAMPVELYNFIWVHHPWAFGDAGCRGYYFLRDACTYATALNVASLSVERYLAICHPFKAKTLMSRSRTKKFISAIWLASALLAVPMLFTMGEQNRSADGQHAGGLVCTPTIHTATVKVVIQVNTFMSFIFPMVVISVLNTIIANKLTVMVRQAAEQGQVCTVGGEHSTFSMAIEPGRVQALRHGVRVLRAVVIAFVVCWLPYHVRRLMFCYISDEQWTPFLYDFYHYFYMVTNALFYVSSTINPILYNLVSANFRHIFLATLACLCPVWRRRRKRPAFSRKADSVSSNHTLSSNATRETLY
GPR55 beta-arrestin – GPR55 agonists via beta-arrestin recruitment, primary screen, imaging, U2OS cells, beta-arrestin-GFP redistribution (AID 1961). U2OS GPR55 beta-arrestin-GFP redistribution imaging; higher % means a stronger effect. activation, % at 10 µM, or EC50 in µM where a hit was titrated. 290,000 tested, 0.048% active;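 active = activation above 40% with more than 50 cells counted in the well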;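 also: U2OS osteosarcoma cells stably expressing GPR55 and beta-arrestin-GFP; plate controls were DMSO negative control for no effect and LPI positive control for full effect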
GPR55 LPI antagonism – GPR55 antagonists blocking LPI-driven arrestin recruitment, primary screen, imaging, U2OS, beta-arrestin-GFP, LPI agonist (AID 2013); U2OS GPR55 beta-arrestin-GFP translocation imaging, LPI antagonism; higher % means a stronger effect; inhibition, % at 10 µM, or IC50 in µM where a hit was titrated; 290,000 tested, 0.13% active;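 active = spots per cell inhibited over 60%, with over 100 cells counted and total cytoplasm intensity under 500,000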;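 also: U2OS cells stably carrying GPR55 and arrestin-GFP stimulated by 5 µM LPI near EC80; imaged beta-arrestin-GFP aggregate spots per cell after agonist stimulation; plate controls were LPI-stimulated DMSO wells for no effect and DMSO wells without LPI for full effect; some results filed as inactive read as strong as hits; confirmed hits need IC50 under 10 µM and bright autofluorescent wells are also inconclusive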
MgcRacGAP inhibition – MgcRacGAP GTPase-activating activity inhibitors, confirmation, biochemical, ADP Hunter fluorescence. MgcRacGAP-stimulated Rac1 GTP hydrolysis, ADP Hunter fluorescence; higher % means a stronger effect; GST-tagged Rac1 F28L mutant substrate. inhibition, % at 30 µM; hits with a dose series show IC50 in µM. 340,000 tested, 0.6% active. AID 624330;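 active = first-screen hits whose inhibition reached a set limit at any dose in the follow-up dose series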;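 also: fluorescence reports GDP produced by GAP-driven GTP hydrolysis; strong numbers were not always called active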
GPR35 antagonists – GPR35 antagonists blocking zaprinast-driven arrestin recruitment, primary screen, imaging, U2OS, beta-arrestin-GFP, zaprinast agonist (AID 2058); U2OS GPR35 beta-arrestin-GFP translocation imaging, zaprinast antagonism; higher % means a stronger effect; one-dose inhibition, % at 10 µM; IC50 in µM for titrated hits; 290,000 tested, 0.052% active;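 active = inhibition of at least 50% with at least 30 cells and total cytoplasm GFP at most 10,000,000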
KOR beta-arrestin-1 – KOR antagonists, beta-arrestin recruitment, cell-based, luminescence, uHTS (AID 1778); inhibition, % at 10 µM, or IC50 in µM where a hit was titrated; 290,000 tested, 0.091% active; KOR beta-arrestin recruitment, luminescence, antagonist mode; higher % means a stronger effect; in the data active = inhibition above about 50%; also: strong numbers were not always called active
KOR beta-arrestin-2 – kappa opioid receptor activators – cell-based, luminescence, uHTS, primary screen (AID 1777) | KOR beta-arrestin recruitment, luminescence; higher % means a stronger effect | activation, % at 10 µM; hits with a dose series show EC50 in µM | 280,000 tested, 0.02% active; in the data active = activation above about 50%, passing the limit was not always enough; also: a part of the inactive calls stands beside numbers as strong as those of hits
K1F lysis inhibition – protection from phage-mediated lysis, alamar blue read-out – E. coli UTI89, K1F phage, bacterial capsule biogenesis inhibitors (AID 488966) | E. coli UTI89 K1F phage lysis, alamar blue, 2 h; higher % means a stronger effect | one-dose inhibition, % at 100 µM; IC50 in µM for titrated hits | 340,000 tested, 0.02% active;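 active = phage lysis inhibition, versus mean bacterial control, above a set limit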;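 also: capsule biogenesis inhibitors block K1F phage lysis so surviving cells raise fluorescence; higher fluorescence means more inhibition of phage lysis; actives were called in the ten point dose series up to 300 µM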
NOD1 inhibition – inhibition of NOD1-driven NF-kB reporter – cell-based, luminescence, uHTS, primary screen (AID 1578). NOD1-driven NF-kB luciferase reporter cells, luminescence; higher % means a stronger effect. inhibition, % at 4 µM, or EC50 in µM where a hit was titrated. 290,000 tested, 1% active; in the data active = inhibition mostly above about 36%, no sharp cut-off; inactive = mostly below about 34%;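 also: HEK-293T reporter cells stimulated with the NOD1 agonist gamma-tri-DAP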
NTR1 ag cell count 20 µM – second read-out of NTR1 ag, no call of its own (marks repeat the call); cell count; measured here: cell count, cytotoxicity flag
An asterisk follows results filed as active; nt = not tested or not shown; [ ] = dose if it differs, or a comment. Some of the compounds tested (hit frequency here may not be typical).

#1 CCCC(=O)C1=C(O)C(C(=O)OC)C(C)(C)CC1=Nc1cccc2ccccc12 (stereo not given)
#2 CCN(CC)CCNc1nc(-c2cccs2)c(CC(=O)O)s1
#3 Nc1cc(=O)[nH]c(=O)n1Cc1ccccc1
#4 Cc1c(C)c2c(OCC(=O)NCc3ccco3)cc3c(c2oc1=O)CCC(C)(C)O3
#5 Cc1cc(C(=O)Nc2ccc(Cl)cc2)n(-c2ccccc2)n1
#6 O/N=C(\c1ccc(Cl)cc1)c1cc2ccccc2o1
#7 CCCOc1cccc(C2C(C(=O)c3ccc(C)o3)=C(O)C(=O)N2c2nc(C)c(C(C)=O)s2)c1 (stereo not given)
#8 CCNC(=S)N1CCNC(=O)C1CC(=O)OC (stereo not given)
entry no.,1,2,3,4,5,6,7,8
NTR1 ag,4.9,-1.2,-0.3,6.4,-0.2,11,0.0,-0.5
NTR1 ag cell count 20 µM,41,61,33,86,75,49,62,84
GPR55 beta-arrestin,0.0%,0.7%,-0.1%,0.5%,-0.1%,-0.1%,0.2%,0.5%
GPR55 LPI antagonism,-7%,-23%,-4%,-3%,4%,-1%,17%,-3%
MgcRacGAP inhibition,10%,12%,4%,-3%,7%,2%,5%,-2%
GPR35 antagonists,7%,-8%,-3%,-3%,-6%,16%,7%,0%
KOR beta-arrestin-1,-14%,-23%,1%,-25%[20 µM],-8%,-106%,3%,-25%
KOR beta-arrestin-2,4.7%,2.3%,-1.9%,-4.2%,-1.7%,8.3%,-5.9%,2.9%
K1F lysis inhibition,0.5%,0.2%,0.9%,3.4%,1.1%,-0.3%,-0.2%[50 µM],-0.4%
NOD1 inhibition,54%*,-15%,-8%,-53%,-16%,8%,17%,31%

Taken from above:
Value of entry 2 under GPR55 beta-arrestin: 0.7%
Value of entry 5 under K1F lysis inhibition: 1.1%

Next structures.
#9 O=C(NC1CCCCC1)c1cc(-c2cccs2)on1
#10 O=C(NC1CCCC1)C(c1cccnc1)N(C(=O)c1ccco1)c1cccc(F)c1 (stereo not given)
#11 O=C(Nc1cccc([N+](=O)[O-])c1)c1cccc(C(=O)Nc2cccc([N+](=O)[O-])c2)c1
#12 C/C=C\C=C/C(=O)Nc1cccc(C2=NOC3(C2)C[C@@H](C(N)=O)N(C(=O)[C@H]2CCC(=O)N2)C3)c1 (stereo not given in full)
#13 O=C(O)c1ccc(CNCc2c(Cl)cccc2Cl)cc1
#14 Cc1ccccc1S(=O)(=O)Oc1ccc2ccc(O)cc2c1
#15 Cc1cc(NC2CCCCC2)n2c(n1)nc1ccccc12
#16 COc1cc(/C=C/C(=O)O)cc(S(=O)(=O)N2CCc3ccccc3C2)c1OC
entry no.,9,10,11,12,13,14,15,16
NTR1 ag,1.7,0.3,1.9,-1.0,0.6,8.0,-0.8,-0.4
NTR1 ag cell count 20 µM,51,52,87,92,91,62,90,39
GPR55 beta-arrestin,0.0%,-0.1%,0.2%,-0.1%,-0.4%,0.2%,0.2%,-0.1%
GPR55 LPI antagonism,0%,-23%,9%,9%,-2%,29%,-7%,5%
MgcRacGAP inhibition,5%,2%,11%,10%,1%,11%,-21%,4%
GPR35 antagonists,-7%,8%,11%,-11%,0%,4%,-5%,-8%
KOR beta-arrestin-1,-60%,-22%,-124%,8%,24%,25%[20 µM],-17%[20 µM],-6%[20 µM]
KOR beta-arrestin-2,2.3%,-4.8%,46%,1.2%,-3.5%,-3.4%,nt,-4.9%
K1F lysis inhibition,0.7%,-0.1%,0.3%,1.0%,0.1%,-0.2%,-0.1%,-0.4%
NOD1 inhibition,-15%,-48%,12%,-1%,-24%,-53%,-33%,-13%

Down the list, quoted from above.
NOD1 inhibition, compounds 9–14 → -15%, -48%, 12%, -1%, -24%, -53%
K1F lysis inhibition, compounds 9–14 → 0.7%, -0.1%, 0.3%, 1.0%, 0.1%, -0.2%
GPR55 beta-arrestin, compounds 9–14 → 0.0%, -0.1%, 0.2%, -0.1%, -0.4%, 0.2%

(further entries)
#17 CCN1CCN(CCNC(=O)CCc2c(C)c3c(C)nn(-c4ccccc4)c3n(C)c2=O)CC1
#18 Cc1ccc(OCC(=O)O/N=C(\N)c2ccncc2)cc1C
#19 CCn1c(C(=O)O)c(S(=O)(=O)c2ccc(Cl)cc2)c2ccccc21
#20 O=C(O)CSc1nnc(-c2ccccc2Br)n1-c1cccc(C(F)(F)F)c1
#21 O=C(/C=C/c1ccc(Cl)c(Cl)c1)N1CCc2ccccc21
#22 CCOC(=O)C1(Cc2cccc(OC)c2)CCN(Cc2cccc3cnccc23)CC1
#23 Cc1cc2c(sc3c(C)ccc(C)c32)c(C)n1
#24 Cc1cccc(C(=O)Nc2ccc(C(=O)/C=C/c3ccncc3)cc2)c1
entry no.,17,18,19,20,21,22,23,24
NTR1 ag,-0.5,1.7,-1.0,-0.1,0.7,0.2,12,19
NTR1 ag cell count 20 µM,40,37,87,31,51,97,49,43
GPR55 beta-arrestin,-0.4%,0.2%,0.0%,0.8%,-0.2%,-0.3%,-0.2%,1.3%
GPR55 LPI antagonism,11%,9%,14%,10%,12%,-14%,-8%,10%
MgcRacGAP inhibition,17%,4%,nt,2%,-3%,-1%,10%,6%
GPR35 antagonists,15%,-2%,-3%,-7%,-9%,-8%,0%,3%
KOR beta-arrestin-1,4%,-43%,3%,8%,0%,-32%,-28%,19%[20 µM]
KOR beta-arrestin-2,-0.5%,-1.5%,-2.4%,5.8%,1.8%,2.6%,-2.2%,-2.0%
K1F lysis inhibition,0.0%,1.7%,2.0%[50 µM],-1.4%,3.5%,0.2%,0.3%,-0.3%
NOD1 inhibition,-21%,-23%,0%,-16%,-38%,12%,1%,9%

#25 CCCS(=O)(=O)N1CCC(C(=O)NCCc2ccccc2)CC1
#26 Cc1ccc(C(C)C)c(OCC(=O)N/N=C/c2ccc(S(=O)(=O)O)o2)c1
#27 O=C1NCCN1CCNS(=O)(=O)c1ccccc1[N+](=O)[O-]
#28 O=C(O)CCCCCNC(=O)c1ccccc1Br
#29 COc1ccc(N2C(=O)C3CCCN3C2c2cccc(Br)c2)cc1 (stereo not given)
#30 COc1cccc(-n2ccn(CC(=O)NCCc3ccccc3)c(=O)c2=O)c1
#31 COc1ccc(-c2cc3nc4n(c(=O)c3s2)CCC4)cc1
#32 CC1=C(C#N)C2C(/C1=N/O)C2(C)C (stereo not given)
entry no.,25,26,27,28,29,30,31,32
NTR1 ag,1.3,0.2,0.6,1.8,-0.5,0.1,3.6,1.7
NTR1 ag cell count 20 µM,52,53,55,68,62,72,60,59
GPR55 beta-arrestin,0.3%,0.7%,0.1%,0.2%,0.2%,-0.1%,0.0%,-0.2%
GPR55 LPI antagonism,18%,0%,-14%,-7%,5%,2%,5%,-10%
MgcRacGAP inhibition,10%,4%,5%,3%,4%,1%,-2%,1%
GPR35 antagonists,-30%,17%,-2%,-5%,-9%,6%,-6%,10%
KOR beta-arrestin-1,-31%,8%,1%,-18%,-25%,-27%,20%,23%
KOR beta-arrestin-2,-1.5%,-3.0%,-3.6%,4.4%,8.3%,-2.9%,-2.5%,6.3%
K1F lysis inhibition,-0.8%,0.0%,3.3%,0.5%[50 µM],7.7%,0.9%,-1.9%,0.1%
NOD1 inhibition,-16%,11%,-27%,2%,-9%,-23%,nt,-6%

#33 CC(NCCc1ccc(S(N)(=O)=O)cc1)C(=O)NCc1ccccc1 (stereo not given)
#34 Cc1cc(=O)n2[nH]c(C)cc2n1
#35 CN(C)CCOC(=O)CCc1ccccc1
#36 CCOc1ccc(N(CC(=O)NCc2ccccc2)S(=O)(=O)c2c(C)noc2C)cc1
#37 COc1ccccc1NC(=O)Cc1coc2cc(C)ccc12
#38 COCCNC(=O)CCCN1C(=O)c2ccccc2Sc2ncccc21
#39 O=S(=O)(Nc1nc2ccccc2nc1NCC1CCCO1)c1ccccc1 (stereo not given)
#40 COC(=O)c1cc(Br)c(=O)n(Cc2cccnc2)c1
entry no.,33,34,35,36,37,38,39,40
NTR1 ag,1.1,-0.9,-0.9,5.9,0.8,2.0,1.2,0.3
NTR1 ag cell count 20 µM,87,19,47,64,93,82,52,43
GPR55 beta-arrestin,-0.1%,0.0%,0.3%,-0.1%,-0.2%,-0.1%,0.4%,-0.1%
GPR55 LPI antagonism,-1%,11%,7%,-11%,10%,-16%,3%,-7%
MgcRacGAP inhibition,4%,5%,10%,3%,1%,5%,9%,10%
GPR35 antagonists,14%,-17%,4%,2%,-1%,4%,-4%,-4%
KOR beta-arrestin-1,27%,11%,15%,11%,-29%,-12%,-21%,-11%
KOR beta-arrestin-2,-2.5%,-1.9%,-5.2%,-5.5%,2.2%,0.4%,5.7%,-5.1%
K1F lysis inhibition,0.0%,-1.3%,0.1%,-1.6%,0.2%,0.1%,0.4%,0.4%
NOD1 inhibition,2%,-31%,-3%,-1%,-18%,3%,-4%,-7%

#41 CSc1ccccc1NC(=O)CN1CCCCC1C (stereo not given)
#42 CCOC(=O)N1CCN(C(c2cccnc2)c2ccc3cccnc3c2O)CC1 (stereo not given)
#43 O=C(NNC1=NCCC1)c1cccc(S(=O)(=O)N2CCCC2)c1
#44 COc1ccc(NC(=O)CSc2ccc3nnc(-c4cccnc4)n3n2)cc1OC
#45 O=C(Nc1ccc(S(=O)(=O)Nc2ccccn2)cc1)c1cccc(Br)c1
#46 COc1cccc(CNC(=O)C2Cc3cc(S(=O)(=O)N4CCCC4)ccc3N2C(C)=O)c1OC (stereo not given)
#47 COC(=O)[C@@H]1CCCN1C(=O)c1ccc(OC2CCN(Cc3ccccn3)CC2)cc1
#48 CCOC(=O)c1ccc(NC(=O)Nc2ccon2)cc1
#49 C[C@H](NC(=O)Nc1cccc(C(F)(F)F)c1)C(=O)O
entry no.,41,42,43,44,45,46,47,48,49
NTR1 ag,0.7,2.1,-2.5,2.1,-0.3,-0.2,1.5,6.4,0.1
NTR1 ag cell count 20 µM,35,42,88,61,64,54,64,58,69
GPR55 beta-arrestin,-0.1%,0.2%,-0.2%,0.0%,-0.2%,0.4%,-0.2%,-0.1%,-0.3%
GPR55 LPI antagonism,-10%,-11%,8%,6%,6%,1%,0%,-20%,4%
MgcRacGAP inhibition,1%,9%,3%,7%,7%,5%,-6%,12%,-2%
GPR35 antagonists,-10%,0%,1%,6%,0%,17%,-22%,1%,8%
KOR beta-arrestin-1,-18%,-19%,2%,3%,-19%,-43%,-16%,-110%,-15%
KOR beta-arrestin-2,-0.9%,-3.1%,-3.2%,5.6%,5.3%,3.6%,6.9%,0.3%,7.2%
K1F lysis inhibition,-0.8%,-0.4%,0.0%,2.3%[50 µM],-0.3%[50 µM],1.1%,0.2%,0.4%,4.2%
NOD1 inhibition,-46%,26%,-18%,4%,-15%,-27%,-26%,0%,-4%
